Screening results: PubChem, National Center for Advancing Translational Sciences (NCATS)
TexasRed fluor: Texas Red fluorescence interference in TRb-SRC2 counter-screen; TRb/SRC2 Texas Red total fluorescence interference; Potency, µM (highest dose often 106 µM), inactives show at the highest dose fluorescence change, negative = quenching; hit rate 0.29% among 280,000; AID 1479; active means well fitted curve in either direction with a large enough effect; inconclusive means small, poorly fitted or top-dose-only effect
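Human TRβ ligand-binding domain (0.6 uM) and Texas Red SRC2 peptide (20 nM) in Tris buffer with 1 uM T3 and 5% DMSO were incubated with pinned compound for 5 hr at ambient temperature. Total fluorescence was computed as S + 2P (555/632 nm).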
TRb-SRC2 inh: TRbeta-SRC2 interaction inhibition. Potency, µM (doses to about 106 µM), inactives show at the top dose activity change, negative = inhibition, most hits filed as inhibitors. TRbeta-SRC2 peptide binding, fluorescence polarization; receptor liganded with 1 µM T3. hit rate 0.065% among 280,000;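 further: plate controls were bound peptide for no effect and peptide without receptor for full effect; nearly all actives have a fitted effect of over 50% in size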
Target sequence (P10828 whole entry, looked up): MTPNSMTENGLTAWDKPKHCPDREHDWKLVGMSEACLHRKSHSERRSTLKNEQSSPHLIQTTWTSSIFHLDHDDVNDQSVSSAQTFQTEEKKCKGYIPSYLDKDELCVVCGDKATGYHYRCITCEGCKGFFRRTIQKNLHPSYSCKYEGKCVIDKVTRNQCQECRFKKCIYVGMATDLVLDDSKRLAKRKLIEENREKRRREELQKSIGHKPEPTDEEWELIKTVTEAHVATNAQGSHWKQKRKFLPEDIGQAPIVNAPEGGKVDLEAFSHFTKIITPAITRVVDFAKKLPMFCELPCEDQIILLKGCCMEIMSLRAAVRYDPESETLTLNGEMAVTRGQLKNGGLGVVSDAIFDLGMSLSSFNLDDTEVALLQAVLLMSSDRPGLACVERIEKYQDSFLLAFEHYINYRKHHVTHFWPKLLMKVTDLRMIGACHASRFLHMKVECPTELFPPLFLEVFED
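Quantitative HTS by FP: 0.6 uM TRb LBD, 20 nM labeled SRC2 20-mer, 1 uM T3, 5% DMSO; 5 hr ambient incubation; % activity per concentration and potencies from concentration series.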
Tau fibril ThT: inhibitors of human tau fibril formation, thioflavin T binding. P10636. recombinant tau K18 P301L (four-repeat tau fragment), heparin-induced fibrillization, ThT fluorescence. Potency, µM (doses to about 57.4 µM), without a hit: at the highest dose activity, negative = inhibition, most hits filed as inhibitors. hit rate 2.1% among 270,000; further: nearly all actives have a fitted effect of over 55% in size
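Tau K18 P301L fragment (15 uM unlabeled plus 0.24 uM Alexa 594-labeled) in 100 mM sodium acetate pH 7 with compound, fibrillization induced by 20 uM heparin for 6 hr at 37 C. Thioflavin T (30 uM) added, fluorescence read after 1 hr (ex 450, em 510 nm).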
GoLoco inh red: inhibitors of human Gai1-RGS12 GoLoco interaction (red fluorophore); P63096; Gai1:RGS12 GoLoco peptide FP, rhodamine, 10 min; Potency, µM (highest dose often 61.6 µM), for inactives: at the highest dose activity, negative = inhibition, hits mostly inhibitors; hit rate 0.44% among 230,000; active means well fitted inhibition curve with a large enough effect, not every such curve was filed as active; inactive means no such curve, though single readings can be large or run the other way; further: nearly all actives have a fitted effect of over 30% in size; many of its hits are not listed in these tables
Target sequence (P63096 whole entry, looked up): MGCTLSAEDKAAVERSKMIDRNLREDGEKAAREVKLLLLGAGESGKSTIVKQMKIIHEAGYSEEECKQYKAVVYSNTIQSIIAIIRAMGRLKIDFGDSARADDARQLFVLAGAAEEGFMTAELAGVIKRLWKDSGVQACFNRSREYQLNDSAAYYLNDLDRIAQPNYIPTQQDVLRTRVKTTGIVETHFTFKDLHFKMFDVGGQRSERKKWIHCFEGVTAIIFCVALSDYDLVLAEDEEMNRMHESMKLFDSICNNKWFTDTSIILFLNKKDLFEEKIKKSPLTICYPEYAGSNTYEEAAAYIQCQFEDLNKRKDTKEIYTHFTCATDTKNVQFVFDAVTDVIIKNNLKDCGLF
RECQ1 inh: blocks DNA unwinding by human RECQ1; hit rate 0.54% among 240,000; AID 2549; Potency, µM (highest dose often 57.3 µM), for the others: at the top dose activity, negative = inhibition, usual class: inhibitors; P46063; RECQ1 DNA unwinding, red fluorescence kinetic read;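 further: plate controls were vehicle for no effect and no enzyme for full effect; nearly all actives have a fitted effect of over 30% in size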
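RECQ1T1 50 nM; forked duplex (20 bp + 30-nt ss tails) 200 nM, ATP 2 mM final; pH 8.0, 2 mM MgCl2, 2.5 ug/ml poly(dI-dC); 15 min compound preincubation; discontinuous kinetic read over 2 h at RT.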
KDM4E inh: JMJD2E (human) inhibition; JMJD2E catalytic domain, FDH-coupled NADH fluorescence (FDH is formaldehyde dehydrogenase); AID 2147; Potency, µM (top dose mostly 57.1 µM), inactives show at the highest dose activity change, negative = inhibition, actives largely listed as inhibitors; hit rate 1.6% among 230,000; active means well fitted inhibition curve with a large enough effect, not every such curve was filed as active; inconclusive means small, poorly fitted or top-dose-only effect, or another doubt; inactive means no such curve, though single readings can be large or run the other way;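 further: 0% = wells with enzyme and -100% = buffer wells without enzyme; nearly all actives have a fitted effect of over 50% in size; many of its hits are not listed in these tables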
L3MBTL1 inh: L3MBTL1 (human) inhibition. Q9Y468. AlphaScreen L3MBTL1–H3K9me1 peptide binding. Potency, µM (doses to about 57.1 µM), for inactives: top-dose activity, negative = inhibition, most hits filed as inhibitors. hit rate 0.66% among 230,000. AID 485360; further: nearly all actives have a fitted effect of over 60% in size
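First, the protein-peptide complex forms for 30 min at room temperature (L3MBTL1 50 nM, biotinylated H3K9me1 peptide 75 nM). Next, compounds are pin-transferred and incubated 30 min. Finally, AlphaScreen beads are added and read after 30 min.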
Tau FP inhib: tau fibrillization inhibition (FP). hit rate 0.39% among 280,000. K18 P301L tau heparin fibrillization, Alexa594 FP, 6 h. P10636. AID 1468. Potency, µM (highest dose often 57.7 µM), for the others: at the top dose activity, negative = inhibition, actives largely listed as inhibitors; further: nearly all actives have a fitted effect of over 55% in size
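Human tau K18 […] P301L fragment, 15 uM unlabeled plus 0.24 uM Alexa 594-labeled tau (final), with compound and 20 uM heparin in 100 mM sodium acetate pH 7; 6 hr at 37 C, then Alexa 594 FP read.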
Numbers without * were called inactive; i = inactive; ? = inconclusive; · = not tested or not shown; [ ] = another dose, or the depositor's remark. Unless noted, the call rests on the fitted dose curve; in most records, active means well fitted curve in the direction sought with a large enough effect; inconclusive means small, poorly fitted or top-dose-only effect, or another doubt; inactive means no such curve, though single readings can be large; an effect the other way counts as inactive or inconclusive. Unless noted, on the % scale 0 is the no-effect control and ±100 the full control effect; potency means the concentration at half of the fitted maximal effect. An excerpt; count on the stated rates, not on these rows.

Preview, 10 compounds:
SMILES | TexasRed fluor | TRb-SRC2 inh | Tau fibril ThT | GoLoco inh red | RECQ1 inh | KDM4E inh | L3MBTL1 inh | Tau FP inhib
Cc1noc(NS(=O)(=O)c2ccc(NC(=O)CSc3nc4ccccc4[nH]3)cc2)c1C | -7% | -4% | -5% | 0% | i | 2% | · | 1%
Cc1ccc(CN(Cc2cc3cccc(C)c3[nH]c2=O)C(=O)N(C)C)cc1 | -6% | -8% | -6% | 11% | i | -4% | · | 1%
COc1ccc(N2CCN(C3CC(=O)N(c4ccc5c(c4)OCCO5)C3=O)CC2)cc1 (stereo not given) | 0% | 1% | -19% | -10% | -3% | 1% | · | -7%
S=C1NCCOCCNC(=S)NCCOCCOCCOCCN1 | 0% | 1% | -2% | -7% | -3% | 11% | 1% | 0%
Cc1[nH][nH]c(=O)c1C(c1ccc(O)c([N+](=O)[O-])c1)c1c(C)[nH][nH]c1=O | 6% | 4% | ? | 3% | -2% | -8% | -8% | -8%
O=C(/C=C/c1cccs1)N1CCCCC1 | -2% | -6% | 8% | 5% | i | -1% | -13% | 4%
CCN(CC)CCOc1ccc(/C(=C(\Cl)c2ccccc2)c2ccccc2)cc1 | 5%[201 µM] | 6%[201 µM] | ? | 1% | -9% | -18%[25.5 µM] | -4% | 10%
Cc1cc(C)nc(SCNC(=O)c2ccc(Cl)cc2)n1 | 0% | -2% | -18% | -11% | i | 4% | · | 6%
CCCCCNC(=O)c1ccc2c(=O)n(CC3CCCO3)c(=O)[nH]c2c1 (stereo not given) | -2% | -13% | -11% | -1% | 0% | ? | 0% | -6%
C#CCOCCOCCOCCNc1nc(N2CCN(C(=O)C([C@@H](C)CC)n3cc(C(N)CO)nn3)CC2)nc(N2CCN(C(=O)[C@H](CCC(=O)O)n3cc(C(N)CC(C)C)nn3)CC2)n1 (stereo not given in full) | -1% | -3% | 10% | 2% | -1% | 4% | -11% | 7%

This part in full (from the top)
SMILES | TexasRed fluor | TRb-SRC2 inh | Tau fibril ThT | GoLoco inh red | RECQ1 inh | KDM4E inh | L3MBTL1 inh | Tau FP inhib
Cc1noc(NS(=O)(=O)c2ccc(NC(=O)CSc3nc4ccccc4[nH]3)cc2)c1C | -7% | -4% | -5% | 0% | i | 2% | · | 1%
Cc1ccc(CN(Cc2cc3cccc(C)c3[nH]c2=O)C(=O)N(C)C)cc1 | -6% | -8% | -6% | 11% | i | -4% | · | 1%
COc1ccc(N2CCN(C3CC(=O)N(c4ccc5c(c4)OCCO5)C3=O)CC2)cc1 (stereo not given) | 0% | 1% | -19% | -10% | -3% | 1% | · | -7%
S=C1NCCOCCNC(=S)NCCOCCOCCOCCN1 | 0% | 1% | -2% | -7% | -3% | 11% | 1% | 0%
Cc1[nH][nH]c(=O)c1C(c1ccc(O)c([N+](=O)[O-])c1)c1c(C)[nH][nH]c1=O | 6% | 4% | ? | 3% | -2% | -8% | -8% | -8%
O=C(/C=C/c1cccs1)N1CCCCC1 | -2% | -6% | 8% | 5% | i | -1% | -13% | 4%
CCN(CC)CCOc1ccc(/C(=C(\Cl)c2ccccc2)c2ccccc2)cc1 | 5%[201 µM] | 6%[201 µM] | ? | 1% | -9% | -18%[25.5 µM] | -4% | 10%
Cc1cc(C)nc(SCNC(=O)c2ccc(Cl)cc2)n1 | 0% | -2% | -18% | -11% | i | 4% | · | 6%
CCCCCNC(=O)c1ccc2c(=O)n(CC3CCCO3)c(=O)[nH]c2c1 (stereo not given) | -2% | -13% | -11% | -1% | 0% | ? | 0% | -6%
C#CCOCCOCCOCCNc1nc(N2CCN(C(=O)C([C@@H](C)CC)n3cc(C(N)CO)nn3)CC2)nc(N2CCN(C(=O)[C@H](CCC(=O)O)n3cc(C(N)CC(C)C)nn3)CC2)n1 (stereo not given in full) | -1% | -3% | 10% | 2% | -1% | 4% | -11% | 7%
COc1ccc(NC(=O)c2ccc(C(=O)c3cc(OC)ccc3OC)cc2)cc1 | -1% | 2% | 9% | 1% | -4% | 15% | -3% | -7%
CCc1ccc(C2=NN(c3ccc(S(N)(=O)=O)cc3)C(c3ccc(F)cc3)C2)cc1 (stereo not given) | 3% | -2% | ? | 0% | -11% | ? | 50%[activator] | 5%
O=C(NNc1cc(Cl)ccc1Cl)c1cccnc1Cl | -4% | 0% | 0% | 10% | i | 4% | -6% | 1%
Cc1cccc(C)c1NC(=S)N=Nc1c(O)n(C)c2ccc(S(=O)(=O)N3CCOCC3)cc12 | -3% | -2% | ? | 11% | -3% | 11% | -7% | -1%
Cc1cccc(C(=O)NCc2nnc(SCc3ccc(F)cc3)n2C)c1 | 0% | -2% | -2% | 0% | i | -2% | -10% | 2%
Cc1ccc(C(=O)NCc2ccc3c(c2)OCO3)cc1S(=O)(=O)N1CCCCC1 | 1% | 7% | 1% | 4% | -7% | -7% | -9% | 3%

New compounds follow.
smiles | TexasRed fluor | TRb-SRC2 inh | Tau fibril ThT | GoLoco inh red | RECQ1 inh | KDM4E inh | L3MBTL1 inh | Tau FP inhib
CCCCNC(=O)Cc1ccc(Br)cc1 | -2% | 12% | -1% | 5% | 0% | -4% | -6% | -1%
COc1cc(/C=N/NC(=O)C2COc3ccccc3O2)cc(OC)c1OC (stereo not given) | -1% | -5% | -15% | 12% | -17% | ? | -9% | -1%
COc1cc(S(=O)(=O)NCc2ccncc2)c(OC)cc1Cl | -1% | -2% | 1% | 11% | -1% | -5% | 2%[11.4 µM] | 10%
O=C(c1cn(-c2ccccc2)nc1-c1ccc(F)cc1)N1CCCCC1 | 1% | -1% | -5% | 3% | -5% | -2% | -6% | -11%
Fc1ccc(CSc2nnc(-c3cnccn3)n2Cc2ccco2)cc1 | -1% | -7% | -15% | -15% | 0% | 9% | · | -1%
Cc1nnsc1-c1nnc(SCC(=O)c2ccc(C#N)cc2)n1C1CC1 | -1% | -5% | -11% | -5% | 1% | -14% | 10% | 6%
CCCCCC(=O)Nc1ccc(S(=O)(=O)Nc2nccc(C)n2)cc1 | -1% | 1% | -2% | 4% | 0% | 4% | · | -2%
Oc1ccc(/C=N/Nc2ncnc3c2ncn3Cc2ccccc2)cc1O | -20% | 3% | ? | 5% | -19% | 10µM* | -15% | 7%
